Source: PubChem BioAssay (Sanford-Burnham Center for Chemical Genomics)
TIM10 inh – inhibits growth of TIM10 yeast strain. S. cerevisiae TIM10 strain growth, BacTiter-Glo luminescence, 24 h. inhibition, % at 10 µM. actives 1.4% (n = 330,000);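 active means inhibition of 40% or more at the single tested concentration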;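 further: wild-type TIM10 isogenic control strain grown at permissive 25 °C; 0% = DMSO yeast wells and 100% = minimal medium wells without yeast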
tim23-1 inh – growth inhibitors of tim23-1 mutant yeast | S. cerevisiae tim23-1 growth, BacTiter-Glo luminescence, 24 h | actives 1.3% (n = 330,000) | inhibition, % at 20 µM;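 active means growth inhibition of the mutant yeast at or above 50%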;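 further: temperature-sensitive mutant grown at 25 °C; plate controls were DMSO-treated mutant yeast for no effect and medium wells lacking yeast for full effect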
697 NFkB inh – inhibitors of the PMA/ionomycin-induced NF-kB reporter in 697 B cells; 697 B-cell NF-kB luciferase reporter, 16 h; inhibition, % at 4 µM; actives 0.33% (n = 330,000); AID 435022; in the data active means inhibition above about 35%
Mdm2 MdmX PPI – human Mdm2/MdmX binding inhibition; O15151+Q00987; SaOS-2 split-luciferase Mdm2/MdmX complementation, luminescence; inhibition, % at 8 µM; actives 3% (n = 330,000); AID 485346;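 active means inhibition of at least 50% at 8 µM in the primary screen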
Target sequence (O15151 whole entry, looked up): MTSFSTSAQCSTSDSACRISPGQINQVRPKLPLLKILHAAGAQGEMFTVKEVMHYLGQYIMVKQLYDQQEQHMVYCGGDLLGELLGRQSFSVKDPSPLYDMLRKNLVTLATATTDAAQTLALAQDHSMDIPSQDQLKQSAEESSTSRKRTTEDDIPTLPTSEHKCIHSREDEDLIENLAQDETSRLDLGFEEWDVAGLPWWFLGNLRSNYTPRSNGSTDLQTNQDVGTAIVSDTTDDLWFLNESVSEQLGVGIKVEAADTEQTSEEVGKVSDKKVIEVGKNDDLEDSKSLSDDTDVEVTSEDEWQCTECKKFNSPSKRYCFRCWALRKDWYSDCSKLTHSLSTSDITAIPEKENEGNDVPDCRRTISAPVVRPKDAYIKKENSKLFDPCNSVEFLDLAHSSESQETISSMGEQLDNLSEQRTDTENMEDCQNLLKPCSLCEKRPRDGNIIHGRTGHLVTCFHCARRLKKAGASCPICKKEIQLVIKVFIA
Target sequence (Q00987 whole entry, looked up): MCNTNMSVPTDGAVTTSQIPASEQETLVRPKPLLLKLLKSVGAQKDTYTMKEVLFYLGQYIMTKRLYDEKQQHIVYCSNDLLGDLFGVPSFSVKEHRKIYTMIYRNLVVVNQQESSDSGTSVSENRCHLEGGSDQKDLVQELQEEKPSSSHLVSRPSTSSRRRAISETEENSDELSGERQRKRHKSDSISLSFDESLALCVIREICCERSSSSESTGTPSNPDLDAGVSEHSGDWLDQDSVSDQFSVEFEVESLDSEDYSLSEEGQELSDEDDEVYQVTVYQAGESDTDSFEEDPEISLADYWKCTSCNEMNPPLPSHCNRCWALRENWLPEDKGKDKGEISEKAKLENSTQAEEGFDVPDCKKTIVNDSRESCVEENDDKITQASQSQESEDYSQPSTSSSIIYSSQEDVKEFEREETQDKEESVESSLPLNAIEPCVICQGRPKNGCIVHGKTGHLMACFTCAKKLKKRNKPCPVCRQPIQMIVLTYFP
tim10-1 inh – inhibits growth of tim10-1 mutant yeast. S. cerevisiae tim10-1 ts strain growth, BacTiter-Glo, 24 h. inhibition, % at 20 µM. actives 2.2% (n = 330,000). AID 463190;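 active means inhibition of at least 40%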;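 further: mutant grown at 25 °C; 0% = DMSO wells with yeast and 100% = wells holding no yeast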
Jurkat NFkB inh – lowers PMA/ionomycin-induced NF-kB signal in Jurkat cells; PMA/ionomycin-induced NF-kB luciferase reporter, luminescence; AID 435003; actives 0.53% (n = 330,000); inhibition, % at 4 µM; in the data active means inhibition above about 50%
XBP1 UPR activ – adaptive UPR (XBP1) activation; actives 0.33% (n = 330,000); activation, % at 20 µM; CHO-XBP1 luciferase reporter, IRE1-XBP1 UPR activation, luminescence; percent of tunicamycin response, DMSO as zero;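 active means versus positive control, 20 µM dose yields 30% or more activation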;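 further: 100% = tunicamycin at 10 µg/mL and 0% = DMSO only wells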
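assay system = CHO-XBP1 luciferase reporter cells | amount = 1000 cells/well | buffer or medium = F12 plus 10% FBS | compound dosing = single point, 20 µM final compound, 1% DMSO | incubation = 16-18 h cell attachment at 37 °C, then 6 h compound exposure | detection = Steady-Glo luminescence read | controls = tunicamycin 10 µg/mL and vehicle-only wells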
UPR CHOP act – apoptotic UPR (CHOP) activation; actives 0.34% (n = 330,000); CHO-CHOP luciferase reporter, luminescence; percent of tunicamycin response over DMSO baseline; activation, % at 10 µM; AID 449763;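 active means at 10 µM dose, activation of 40% or more, normalized to positive control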;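 further: 100% = tunicamycin at 10 µg/mL and 0% = DMSO alone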
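Assay system: CHO-CHOP cells, stable luciferase reporter of PERK-eIF2a-CHOP signalling / Buffer or medium: F12 plus 10% serum / Compound dosing: one dose, 10 µM in 0.5% DMSO / Times: 6 h compound treatment, 37 °C / Technique: luciferase luminescence / Read-out: % reporter activation, DMSO baseline versus tunicamycin full activation / Benchmarks: tunicamycin and DMSO controls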
* hit, by the source's call.

Screens in order: XBP1 UPR activ, TIM10 inh, 697 NFkB inh, Jurkat NFkB inh, UPR CHOP act, Mdm2 MdmX PPI, tim23-1 inh, tim10-1 inh
CC(NC(=O)CCC(=O)N1CCN(S(=O)(=O)c2ccc(Cl)cc2)CC1)c1ccccc1 (stereo not drawn)
→ -0.9, 7.0, -0.1, 9.3, -0.6, 4.4, 10.6, 11.0
CCOc1ccc(/C=C/c2c([N+](=O)[O-])c(=O)n(C)c(=O)n2C)cc1
→ -2.1, -10.6, 0.2, 7.2, 0.3, 34.4, 20.9, 27.8
CCC(C)[C@H](NS(=O)(=O)c1ccc(C)cc1)C(=O)N1CCC(C(=O)N2CCC(C(N)=O)CC2)CC1 (stereo partly drawn)
→ -0.6, -1.1, -14.6, 1.8, 0.1, 5.1, 11.8, 26.9
O=C(N1CCCCC1)N1CCN(C(=O)N(c2ccccc2)c2ccccc2)CC1
→ -3.1, 10.2, 13.4, 0.0, -0.9, 23.5, 3.9, 13.8
CCOC(=O)N1CCC(NC(=O)c2ccc(N3CCC4(CC3)OCCO4)c([N+](=O)[O-])c2)CC1
→ -0.5, -10.4, 13.9, 3.0, 0.5, 16.5, 15.7, 12.3
CCOc1ccc2[nH]cc(C(=O)NCCCN3CCOCC3)c(=O)c2c1
→ 1.8, -6.1, 0.1, -8.2, -1.0, -25.3, 5.9, 11.1
CN(CC(=O)O)S(=O)(=O)c1ccc(F)cc1
→ -1.2, 2.0, 14.8, -7.7, -0.8, 13.5, -4.1, -10.4
O=C(N/N=C/c1ccccc1F)c1cccc(NC(=O)c2ccccc2Cl)c1
→ -1.2, -0.1, -19.1, 17.2, 1.7, 10.8, 9.4, 6.3
O=C(Nc1ccc(-c2csc(Nc3ccc(Cl)cc3)n2)cc1)c1cccc(C(F)(F)F)c1
→ 5.4, -10.8, -6.8, 6.4, 2.6, 39.1, 12.7, -8.3
COc1ccc(NC(=O)C2CCCN2C(=O)Nc2cccc(F)c2)cc1 (stereo not drawn)
→ -2.6, -13.5, 9.0, 7.1, -0.6, -1.6, -3.9, -2.4
CC(=O)Nc1ccc(S(=O)(=O)N2CCC(NC(=O)C(Cc3ccccc3F)NC(C)=O)CC2)cc1 (stereo not drawn)
→ -1.4, 8.2, 3.3, 16.2, 0.7, 3.6, -3.4, 4.7
CCCOC(=O)C1[C@H]2C(=O)N(CC3CCCO3)C[C@]23C=C[C@H]1O3 (stereo partly drawn)
→ -3.4, 5.8, 10.3, 3.1, -0.5, 13.6, 1.8, 12.6
O=C(Nc1ccc(-c2nc3ccccc3[nH]2)cc1)c1ccc(N2C(=O)CCC2=O)cc1
→ -2.5, 3.6, -20.2, 13.8, 2.2, -21.3, 9.0, -4.0
O=C(Nc1nc2c(s1)CN(Cc1ccccc1)CC2)c1cccc(S(=O)(=O)N2CCc3ccccc32)c1
→ 0.1, -13.6, -3.0, -6.2, 0.6, -8.0, 15.2, 15.7
O=C(c1ccccc1)C(C(=O)N1CCc2ccccc2C1)n1ccccc1=O (stereo not drawn)
→ -0.2, 24.3, 14.2, 4.7, 1.7, 2.2, 19.0, 21.3
Cc1nc2cc(C(=O)N3CCN(C)CC3)ccc2n1C
→ -2.2, -6.9, 6.5, 17.2, 0.8, 11.3, -0.4, -4.5
CN1CCN(c2ccc(-c3ccnn3C(=O)Nc3cccc(C(F)(F)F)c3)cc2)CC1
→ 1.3, 20.3, -6.7, -36.2, 0.2, -44.1, 23.0, 30.0
Cc1nn(CC(=O)Nc2c(C)n(C)n(-c3ccccc3)c2=O)c(C)c1[N+](=O)[O-]
→ -3.0, 4.8, 7.3, 0.6, -0.3, -6.6, 6.9, 2.4
O=C(Nc1cccnc1)c1ccc(CSc2ccccc2)cc1
→ 4.0, 2.1, -7.2, -24.9, 1.0, 2.5, 11.3, 17.2
COc1ccc(C(=O)OCC(=O)NCCN2C(=O)CSC2=O)cc1
→ -1.4, -8.8, -0.1, -19.8, -1.2, -40.4, 15.6, 15.3
CSc1ccc(-c2nc(CSCC(=O)NCCCN3CCOCC3)c(C)o2)cc1
→ 0.7, 13.7, -5.5, -5.3, -2.5, 15.7, 13.8, 7.3
CS(=O)(=O)c1ccc(NC(=O)CCCc2nc3ccccc3c(=O)[nH]2)cc1
→ 0.1, -0.3, 7.7, 24.5, -0.5, 22.4, 6.9, 0.9
Cc1cc(C)nc(/N=C(\N)Nc2ccc(C)c([N+](=O)[O-])c2)n1
→ 3.4, -18.3, -9.2, 23.6, 1.2, 22.0, -1.7, 7.3
COc1ccc(C(=O)Nc2ccc3ccccc3n2)cc1OC
→ -2.2, -0.8, -73.1, -97.2, 4.5, -40.3, 29.1, 2.7
O=C1C2CCCN2C(=O)N1CCN1CCN(c2ccccc2)CC1 (stereo not drawn)
→ -1.4, 0.6, 9.8, 12.9, 5.7, 15.3, 7.2, -3.6
Oc1ccccc1CN1CCN(C(O)(c2ccccc2)c2ccccc2)CC1
→ -3.1, 43.4*, -18.4, 10.9, 1.3, 32.8, 28.1, 15.5
CCc1ccccc1NC(=O)Cn1cccc1C1=NC(c2ccccc2)CO1 (stereo not drawn)
→ -2.6, 19.0, -31.2, -11.7, -2.8, 37.8, 5.2, 32.7
CCOc1cccc(-c2c(C(=O)N/N=C/c3ccc(C)s3)nnn2-c2nonc2N)c1
→ -9.7, 8.3, 1.6, -6.3, -0.8, -4.5, 29.7, 10.9
O=C(NC(=S)NC1C2CC3CC(C2)CC1C3)C12CC3CC(CC(C3)C1)C2 (stereo not drawn)
→ -0.2, 38.9, -36.6, -24.1, 0.6, 40.6, 35.1, 45.9*
CCC(CO)Oc1cc(NCc2cccc(Cl)c2)c2ncn(C(C)C)c2c1 (stereo not drawn)
→ -1.2, 19.7, 1.0, -6.8, 3.7, 23.6, 40.4, 24.4
CCOc1ccc(N=C2SC(C(=O)O)CC(=O)N2C)cc1 (stereo not drawn)
→ -2.1, 7.4, -26.4, -2.9, -0.5, 6.3, 17.5, 5.5
CN(CC(=O)Nc1ccccc1N1CCCC1)S(=O)(=O)c1ccc(F)cc1
→ -4.5, -15.0, -3.4, 12.6, 1.1, 0.8, -32.7, -19.8
Cc1cccc(OCC(=O)NC(=S)Nc2ccccc2N2CCOCC2)c1C
→ -1.4, -4.6, 5.5, -4.3, 3.1, 73.3*, 0.4, 17.7
O=C(NCCCn1ccnc1)C(=O)NCC1OCCCN1S(=O)(=O)c1ccc(Cl)cc1 (stereo not drawn)
→ -4.7, 0.9, 19.9, 15.0, 0.4, -13.3, 9.6, 11.4
COC(=O)c1cc(OC(=O)CCc2ccc(OC)c(OC)c2)cc(C(=O)OC)c1
→ -3.2, 7.9, 7.8, 2.4, -0.4, 6.2, 20.4, 9.3
Cn1c(CN2CCN(c3ccccc3NS(C)(=O)=O)CC2)nc2ccccc21
→ -0.8, 9.4, 18.4, -10.7, -2.3, -10.1, 19.4, 7.5
COc1ccc(N2C(S)=C(C#N)C(=O)NC2c2ccc(OC)c(OC)c2)cc1 (stereo not drawn)
→ -4.5, 8.0, 11.1, 16.6, -1.2, 13.9, 5.1, -3.1
Cc1ccc(C)c(S(=O)(=O)N2CCN(C(=O)c3cncc(Br)c3)CC2)c1
→ -2.0, -7.3, 0.2, -4.7, 0.3, 22.5, 23.2, 20.6
OCCCc1cn(CC2CCCCC2)nn1
→ 2.9, 0.2, 26.0, 6.4, -0.8, -5.5, 5.1, -8.3
COC(=O)C1=C(C)N(Cc2ccccc2)C(=NCCc2ccccn2)N[C@H]1c1cccc(F)c1
→ -1.3, 7.8, 3.1, -3.5, -0.8, 33.5, 10.5, 2.7
O=c1nc2s/c(=C\c3ccco3)c(=O)n2nc1Cc1ccc(F)cc1
→ 3.3, 78.1*, -4.8, -4.9, 2.0, -30.9, 53.3*, 70.6*
Cc1ccc2c(c1)[nH]c1c(=O)n(CCN3CCCCC3)cnc12
→ 1.1, 1.1, 5.5, -14.9, 2.5, 10.3, -4.4, 0.0
O=C(Nc1ccc(S(=O)(=O)N2CCCC2)cc1)C1CC(=O)N(CCc2ccc(F)cc2)C1 (stereo not drawn)
→ -0.7, 16.0, 8.8, 4.9, -0.5, 11.4, 7.4, 0.1
COc1ccccc1/C=C/C(=O)OCC(=O)Nc1ccc(Cl)cn1
→ -1.9, -1.1, -11.1, 5.3, 0.4, 55.1*, 20.7, 2.9
COc1cccc(C(=O)OCC(=O)c2ccc(Br)s2)c1
→ 0.2, -14.2, 5.9, -7.8, 0.6, 18.1, 19.6, 17.5

Structures listed above marked active in Mdm2 MdmX PPI.
smiles	XBP1 UPR activ	TIM10 inh	697 NFkB inh	Jurkat NFkB inh	Mdm2 MdmX PPI	tim10-1 inh
Cc1cccc(OCC(=O)NC(=S)Nc2ccccc2N2CCOCC2)c1C	-1.4	-4.6	5.5	-4.3	73.3*	17.7
COc1ccccc1/C=C/C(=O)OCC(=O)Nc1ccc(Cl)cn1	-1.9	-1.1	-11.1	5.3	55.1*	2.9

Continued:
Screens in order: XBP1 UPR activ, TIM10 inh, 697 NFkB inh, Jurkat NFkB inh, UPR CHOP act, Mdm2 MdmX PPI, tim23-1 inh, tim10-1 inh
CCOc1ccc(Br)cc1S(=O)(=O)N1CCC(C(=O)O)CC1
→ -1.2, 6.2, 20.0, 5.5, 0.5, 22.7, 1.1, -1.4
CCC1Sc2ccc(S(=O)(=O)CCC(=O)Nc3ccccc3Br)cc2NC1=O (stereo not drawn)
→ -9.1, -1.5, -39.4, 1.1, -1.8, -6.5, 13.6, -6.5
CC(NC(=O)C1CCN(C(=O)[C@@H]2Cc3ccccc3CN2)CC1)c1ccccc1 (stereo partly drawn)
→ -1.9, -4.1, -1.5, -4.2, 1.2, 17.4, 7.1, -13.6
CCOC(=O)N1CCN(C(=O)CSc2nnc(-c3c[nH]c4ccccc34)n2CCOC)CC1
→ 2.0, 6.3, 17.1, 14.0, 1.4, -30.0, 2.7, 8.9
CSc1nsc(SCC(=O)NCc2ccc(C)cc2)n1
→ -4.0, -17.2, -6.3, -5.8, 0.6, -1.2, 24.7, -8.0
Cc1ccc(N(C(=O)c2snc(C(N)=O)c2N)C(C(=O)NC2CCCC2)c2ccc(C)o2)cc1 (stereo not drawn)
→ -3.9, 22.9, 6.4, 10.1, 0.1, 27.7, 23.3, -5.2
COc1ccc(Cl)cc1C(=O)NCc1ccco1
→ -0.8, -3.8, -3.3, 9.5, 0.8, 11.7, -1.5, -2.0
CC(NC(=O)N1CCN(c2ccccc2F)CC1)c1ccc(F)c(F)c1 (stereo not drawn)
→ -3.4, -8.7, 2.3, -9.7, -0.1, -4.0, 12.1, 12.9
CC(C)(C)SCCNC(=O)COc1ccccc1
→ 2.5, 3.9, 3.9, -4.0, 2.8, -17.5, 2.5, 9.1
O=C(CN1CCN(C(=O)C2COc3ccccc3O2)CC1)Nc1ccc(F)cc1 (stereo not drawn)
→ -3.2, 0.0, 12.4, -14.9, 0.6, 20.0, 37.6, 15.4
C=CCn1c(C2CC(=O)N(c3ccc(C)cc3)C2)nc2ccccc21 (stereo not drawn)
→ -1.3, 0.8, -3.8, -7.5, -2.3, -23.5, 14.2, 12.8
CC(C)Oc1cccc(C(=O)C2CCCN(Cc3cnc(N4CCCC4)s3)C2)c1 (stereo not drawn)
→ -2.5, 16.1, -10.0, -0.7, -0.3, 16.0, 17.2, 18.2
C/C(=C/C=N/Nc1nc(N2CCCCC2)nc(N2CCCCC2)n1)c1ccccc1
→ 10.7, 9.2, 12.8, -2.1, 1.2, 35.0, 23.1, 18.0
Cc1cccc2sc(NNC(=O)c3ccc4c(c3)OCCO4)nc12
→ 4.1, -34.6, -1.6, -17.9, 0.3, 21.2, -9.7, 5.6
O=C(NC(c1ccccc1)c1ccccc1)c1cccc(S(=O)(=O)NCc2ccccc2)c1
→ -3.8, 13.7, 31.3, -0.3, -1.1, 14.3, 18.2, 18.5
